Screening results (PubChem)
PPARg SRC-1 ag: PPARgamma agonists recruiting SRC-1 coactivator, primary screen, biochemical; PPARgamma-SRC-1 coactivator recruitment biochemical assay; activation, % at 8 µM; hit rate 0.41% among 200,000; in the data active = activation above about 19%;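 note: 0% = DMSO and 100% = reference agonist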
Target sequence (P37231 whole entry, looked up): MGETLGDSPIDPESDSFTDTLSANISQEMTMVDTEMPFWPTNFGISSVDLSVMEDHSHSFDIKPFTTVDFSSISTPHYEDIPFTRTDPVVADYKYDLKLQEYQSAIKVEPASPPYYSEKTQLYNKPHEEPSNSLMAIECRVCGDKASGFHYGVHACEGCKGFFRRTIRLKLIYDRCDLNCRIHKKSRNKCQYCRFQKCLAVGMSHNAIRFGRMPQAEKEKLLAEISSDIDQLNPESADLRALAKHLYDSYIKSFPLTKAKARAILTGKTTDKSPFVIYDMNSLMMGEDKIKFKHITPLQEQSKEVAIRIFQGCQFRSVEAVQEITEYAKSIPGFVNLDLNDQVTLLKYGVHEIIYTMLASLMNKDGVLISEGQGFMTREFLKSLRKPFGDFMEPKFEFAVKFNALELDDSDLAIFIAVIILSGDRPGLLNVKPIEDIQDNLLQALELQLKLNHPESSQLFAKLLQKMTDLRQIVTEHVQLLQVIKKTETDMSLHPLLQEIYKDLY
Efa HMGR inh: inhibitors of E. faecalis class II HMGR, primary screen, biochemical, Enterococcus faecalis | purified E. faecalis HMGR, NADPH absorbance 340 nm kinetic | AID 1066, 2008 | inhibition, % at 10 µM | HMG-CoA reductase (Enterococcus faecalis, mvaE) | hit rate 0.41% among 190,000;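 active = inhibition above a set limit, the median over all tested compounds plus 3 SD, cut at about 9.5% in these data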;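 note: enzyme runs in reverse so mevalonate oxidation gives rising NADPH absorbance; 0% = complete reaction with DMSO and 100% = background rate lacking mevalonate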
bIAP inhibitor: bovine intestinal alkaline phosphatase inhibitors, primary screen, selectivity assay for TNAP inhibitor project, biochemical, bovine IAP, CDP-star luminescence; AID 1019, 2008; inhibition, % at 20 µM; purified bovine IAP, 30 min; 190,000 tested, under 10 active; alkaline phosphatase, intestinal [Bos taurus];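 active = over 50% inhibition of intestinal alkaline phosphatase at 20 µM in the single-dose screen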
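test system = bovine IAP enzyme | medium = DEA buffer 100 mM, pH 9.8, with MgCl2 1.0 mM, ZnCl2 0.02 mM | detection = luminescence | dosing = single compound dose of 20 µM, 2% DMSO final | incubation = 30 min reaction at room temperature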
TNAP act hiacc: TNAP activators at high phosphate acceptor level, primary screen, biochemical, luminescence, uHTS. Alkaline phosphatase, tissue-nonspecific isozyme (Homo sapiens), P05186. purified TNAP, CDP-star luminescence, 1 M DEA, 30 min; stronger effect = higher value; 0 = EDTA background, 1 = DMSO-only activity. activation factor at 20 µM. 200,000 tested, under 10 active;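 active = activation factor at least 2 at 20 µM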
Target sequence (P05186 whole entry, looked up): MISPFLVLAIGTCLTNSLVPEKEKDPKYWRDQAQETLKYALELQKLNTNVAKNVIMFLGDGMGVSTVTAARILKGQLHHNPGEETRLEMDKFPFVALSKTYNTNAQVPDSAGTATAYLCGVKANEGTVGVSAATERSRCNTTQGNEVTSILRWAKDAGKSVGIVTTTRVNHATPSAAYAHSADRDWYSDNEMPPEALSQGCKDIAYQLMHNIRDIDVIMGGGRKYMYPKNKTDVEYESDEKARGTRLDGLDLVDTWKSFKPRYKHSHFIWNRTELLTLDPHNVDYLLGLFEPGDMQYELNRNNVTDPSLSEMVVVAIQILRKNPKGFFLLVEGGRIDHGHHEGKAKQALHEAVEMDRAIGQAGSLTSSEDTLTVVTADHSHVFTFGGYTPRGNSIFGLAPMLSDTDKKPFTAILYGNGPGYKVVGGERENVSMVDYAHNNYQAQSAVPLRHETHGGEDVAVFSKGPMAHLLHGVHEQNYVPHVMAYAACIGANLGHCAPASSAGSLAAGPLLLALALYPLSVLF
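Measured by: Luminescent substrate turnover signal | Test system: Human TNAP | Input: TNAP 1/800 final | Dosing: 20 µM single point | Schedule: 30 min, room temperature | Controls: EDTA wells as negative control, DMSO wells as positive control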
bIAP activator: bovine intestinal alkaline phosphatase activators, primary screen, biochemical, bovine IAP, CDP-star luminescence. alkaline phosphatase, intestinal [Bos taurus]. purified bovine IAP, 30 min; stronger effect = higher value; fold of DMSO-control signal, blank-subtracted. activation factor at 20 µM. hit rate 0.17% among 200,000;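 active = activation factor of 2 or more at 20 µM, a signal rise over negative controls twice the positive control's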
SRC2 TRFRET art: TR-FRET signal artefacts, primary screen, artefact control for PPARgamma SRC-2 agonist project, biochemical; TR-FRET artefact counter-screen; stronger effect = higher value; TR-FRET ratio at 8 µM; hit rate 0.4% among 200,000; in the data active = TR-FRET ratio above about 2000; note: inactives centre near 1500
TNAP inh hiacc: human TNAP enzyme inhibitors, primary screen, biochemical, luminescent, high phosphate acceptor level, uHTS; purified TNAP, CDP-star luminescence, 1 M DEA; inhibition, % at 20 µM; hit rate 0.03% among 200,000;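 active = over 50% inhibition of tissue-nonspecific alkaline phosphatase at 20 µM in the single-dose screen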;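 note: plate controls were DMSO wells for no effect and EDTA-quenched wells as full inhibition for full effect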
PPARg SRC2 recr: agonists of PPARg-SRC-2 recruitment, primary screen, biochemical, HTS. hit rate 0.34% among 200,000. activation, % at 8 µM. PPARgamma LBD-SRC-2 recruitment; in the data active = activation above about 22%;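 note: 0% = vehicle and 100% = reference agonist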
TNAP inh no acc: human TNAP enzyme inhibitors, primary screen, biochemical, luminescent, no phosphate acceptor, uHTS; purified TNAP, CDP-star luminescence, 30 min; Alkaline phosphatase, tissue-nonspecific isozyme (Homo sapiens), P05186; hit rate 0.26% among 200,000; inhibition, % at 20 µM; AID 1012, 2008;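 active = tissue-nonspecific alkaline phosphatase inhibition above about 50% at 20 µM in the single-dose screen, limit read from the data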;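 note: 0% = DMSO negative control and 100% = EDTA positive control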
PPARg SRC3 recr: PPARgamma agonists recruiting SRC-3 coactivator, primary screen, biochemical. biochemical PPARgamma/SRC-3 coactivator recruitment assay. activation, % at 8 µM. hit rate 0.26% among 200,000. AID 731, 2007; in the data active = activation above about 23%;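 note: 0% = DMSO and 100% = reference agonist; some compounds past the cut are filed as inactive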
Starred values were filed as active, the others as inactive; nt = no result given.

Values in the order: PPARg SRC3 recr, TNAP inh no acc, SRC2 TRFRET art, bIAP activator, Efa HMGR inh, PPARg SRC-1 ag, PPARg SRC2 recr, TNAP inh hiacc, TNAP act hiacc, bIAP inhibitor
> CC(O)CNCc1ccccc1C(F)(F)F (centres undefined)
 : 4, -4, 1703, 0.9, 0, 2, 5, -3, 1, 6
> O=C(CN1CCOCC1)n1c2ccccc2c2ccccc21
 : 13, -7, 1646, 0.9, -1, 3, 0, 0, 1, 11
> O=C(CN1CCN(c2nc(-c3ccc(F)cc3)cs2)CC1)NCc1ccc2c(c1)OCO2
 : 2, -5, 1570, 1.1, -3, -4, -1, 3, 1, -5
> COc1ccc(N2CCN(CCCNC(=O)C3CCCN(S(=O)(=O)c4cnc[nH]4)C3)CC2)cc1 (centres undefined)
 : -2, -6, 1466, 1, 6, 2, -3, -4, 1, -4
> O=C(CSc1nnc(Cn2c(=O)sc3ccccc32)n1-c1ccccc1)NCc1ccco1
 : 5, -10, 1488, 0.9, -5, 4, -5, -2, 1, 11
> CSc1cccc(NC(=S)N(CCC(C)C)C2CCN(C(C)=O)CC2)c1
 : 1, -7, 1411, 1, 0, 4, 4, -7, 1.1, 2
> CC(C)NC(NC(=O)/C=C/c1ccccc1)C(Cl)(Cl)Cl (centres undefined)
 : 1, -10, 1840, 1, -8, -1, 8, -8, 1.1, 2
> CCOC(=O)c1cc(-c2ccc(C)cc2)n(CCC(=O)N2CCN(c3ccccn3)CC2)c1C
 : 2, -7, 1479, 0.9, -10, -4, -4, -1, 1, 7
> CCOC(=O)c1csc(NC(=O)CSc2nnnn2-c2ccc(OCC)cc2)n1
 : -8, -9, 1588, 0.9, -9, -7, -7, -4, 1, 7
> COC(=O)C1=CN(Cc2cccs2)C=C(C(=O)OC)C1c1cccc(Cl)c1
 : -3, -25, 1474, 1.3, 2, -3, -2, -10, 1.1, -35
> CC(SC1=NCCS1)C(=O)Nc1nnc(-c2ccc(F)cc2)s1 (centres undefined)
 : 1, 0, 1588, 0.9, -10, 13, -1, -3, 1, 13
> Cn1nc(-c2ccccc2)c(C(=O)NC(C(=O)O)c2ccccc2)c1Cl (centres undefined)
 : -1, -10, 1537, 0.9, -5, 5, 7, -6, 1.1, 11
> O=C(Nc1cccc(S(=O)(=O)N2CCCC2)c1)c1cc(-c2ccccn2)nc2ccccc12
 : 2, -5, 1681, 1.1, -1, 2, -2, -1, 1, -5
> Cc1cc(C)n(C(=O)CNc2ccccc2Cl)n1
 : 0, -3, 1402, 1, -7, -1, -3, -6, 1.1, 1
> COCCN(Cc1cc2ccc(C)c(C)c2nc1Cl)C(=O)N1CCOCC1
 : 1, -5, 1615, 1.1, -1, 4, 5, -5, 1, -9
> COc1ccccc1N1CCN(C(=O)CSc2nc3ccccc3[nH]2)CC1
 : 0, -16, 1501, 1.1, -1, 7, 4, -7, 1.1, -8
> COc1cccc(NC(=O)CSc2ccccn2)c1
 : -11, -9, 1390, 0.9, 0, -1, -9, -5, 1, 14
> O=C(COC(=O)c1cc(-c2cccc3ccccc23)nc2ccccc12)NC1CCS(=O)(=O)C1 (centres undefined)
 : 10, 2, 1761, 1, -6, 9, 10, 2, 1, 4
> CC(C)CN(CC(C)C)C(=O)Nc1ccccc1F
 : 2, -9, 1560, 1, -7, 0, -10, 0, 1, 4
> COc1ccc(N=c2oc3ccc(OC)cc3cc2-c2nc3ccccc3[nH]2)cc1
 : 0, 3, 1532, 0.8, -12, -2, -2, 2, 1, 16
> CN1CCC(=NNC(=O)CN(c2ccc(Oc3ccccc3)cc2)S(C)(=O)=O)CC1
 : -2, -22, 1747, 1.1, -2, 3, 10, -4, 1, -8
> COc1ccc(N2CCN(C(=O)CSc3ncnc4scc(-c5ccc(C)cc5)c34)CC2)cc1
 : 6, nt, 1609, nt, nt, 11, 0, nt, nt, nt
> CCOC(=O)CCC(=O)N1CCOCCOCCN(C(=O)CCC(=O)OCC)CCOCCOCC1
 : 7, -3, 1655, 0.9, -2, 5, 7, 0, 1, 6
> CCCC(=O)Nc1nc(C(=O)OCC)cs1
 : 2, 9, 1486, 0.9, 2, 7, 6, 4, 1, 6
> CC(C)Cn1c(N)c(C(=O)NCc2cccs2)c2nc3ccccc3nc21
 : 0, -31, 1559, 1.3, 1, 5, 8, -9, 1.1, -33
> [N-]=[N+]=CC(=O)C(Cc1ccccc1)N1C(=O)c2ccccc2C1=O (centres undefined)
 : 2, -3, 1484, 0.9, -6, 3, 4, -2, 1, 7
> c1ccc2c(c1)nnn2CNc1nccs1
 : 1, -11, 1753, 1, 2, 2, 6, -4, 1, -1
> O=C1c2ccccc2C(=O)N1CC1=CCS(=O)(=O)C1
 : 8, -11, 1772, 0.9, -9, -2, 11, -5, 1.1, 8
> CCN(c1ccccc1)S(=O)(=O)c1cc(NC(=O)COC(=O)C2CC2)ccc1Cl
 : 0, -12, 1619, 0.8, 1, 3, 2, -4, 1, 16
> O=C(O)c1ccccc1SCC(=O)N1c2ccccc2Sc2ccccc21
 : 0, -23, 1507, 0.9, 0, 2, 12, -4, 1, 7
> CCCCNC(=S)NCc1ccc2[nH]c(C)cc2c1
 : 4, -1, 1430, 1, 0, 0, 0, 4, 1, 3
> Cc1c(O)ccc2c(=O)c(-c3nncn3-c3ccccc3)coc12
 : 2, -5, 1690, 1.1, -8, 5, 3, -1, 1, -8
> Cc1cc(C)cc(N(CC(=O)NCCSc2ccccn2)S(=O)(=O)c2ccccc2)c1
 : 11, -9, 1598, 1.1, 1, 7, 2, -5, 1.1, -8
> Cc1nc2cc(CO)ccc2s1
 : -5, -9, 1536, 1, -6, -7, -7, -5, 1, 0
> Cc1cccc(C(=O)O)c1NC(=O)c1ccc(F)cc1
 : -5, -11, 1616, 1, -1, -2, 15, -2, 1, 2
> CC1(C)CC(=O)C=C(N2CCCC2)C1
 : 7, -3, 1466, 1, 2, 4, 9, 2, 1, 2
> CC(=O)N(CN1C(=O)CCC1=O)c1ccc(Cl)c(Cl)c1
 : -2, -13, 1484, 1, -2, 0, -6, -3, 1, -2
> CCOc1cc(C(=O)OCC(=O)Nc2ncc(Cl)c(C)c2Cl)ccc1OCC(=O)N1CCOCC1
 : -3, -15, 1598, 0.9, -4, 1, -2, -2, 1, 12
> CCN(C1CCCCC1)S(=O)(=O)c1ccc(C(=O)O)cc1
 : 2, -14, 1610, 0.9, -8, -1, 11, -3, 1, 6
> O=C(CSc1cccc[n+]1[O-])c1ccccc1Br
 : 4, -8, 1702, 1.1, -6, 3, 8, -7, 1.1, -11
> C/C(Nc1ccc(C)cc1)=C(/C#N)C(N)=O
 : 4, -14, 1492, 0.9, -1, -4, 0, 1, 1, 13
> CCOC(=O)c1c2n(c3ccc(OC(C)=O)cc13)CCC2
 : -5, -15, 1630, 0.9, -5, 0, -6, -7, 1.1, 5
> Cc1ccc2nc(Cc3ccc(N)cc3)oc2c1
 : 9, -8, 1554, 0.9, 1, 8, -5, -7, 1.1, 14
> CCOC(=O)CSc1nnc(Cc2cc(=O)[nH]c(=O)[nH]2)n1-c1cccc(OC)c1
 : -11, 1, 1437, 0.9, 0, 4, 1, -4, 1, 10
> CN(c1ccc(OCC(=O)N2CCN(c3ccc(F)cc3)CC2)cc1)S(=O)(=O)c1cccs1
 : 4, -16, 1575, 1, 0, 13, -4, -2, 1, -2
> O=C(CSc1ccc(-c2cccc([N+](=O)[O-])c2)nn1)NCc1ccccc1
 : 0, -5, 1506, 0.9, -7, 10, -4, -1, 1, 6
> COc1ccc(S(=O)(=O)N(C(=O)C(C)C)c2ccc3oc(=O)sc3c2)cc1
 : 14, 9, 1537, 1, -3, 8, 2, 2, 1, 0
> COc1ccc(CCN2CC(O)=C(c3nc4ccccc4c(=O)[nH]3)C2=N)cc1OC
 : -13, -11, 1453, 0.9, -1, 0, 3, 1, 1, 5
> CC(=O)c1ccc(NC2c3ncccc3C(=O)N2Cc2ccc(F)cc2)cc1 (centres undefined)
 : 4, -7, 1447, 1, 0, 9, 10, -2, 1, 1
> O=C(N=Nc1c(O)[nH]c2ccccc12)c1ccco1
 : 0, 4, 1832, 1, 0, 10, 11, 0, 1, -2

(cont.)
Values in the order: PPARg SRC3 recr, TNAP inh no acc, SRC2 TRFRET art, bIAP activator, Efa HMGR inh, PPARg SRC-1 ag, PPARg SRC2 recr, TNAP inh hiacc, TNAP act hiacc, bIAP inhibitor
> Cc1ccc(C2=N/C(=C\N3CCCCC3)C(=O)O2)cc1
 : 2, -11, 1631, 0.9, -4, 6, 3, -6, 1.1, 6
> COc1ccc(OC)c(NC(=O)c2cnc3n(c2=O)CCS3)c1
 : 7, -7, 1628, 1.1, 1, -2, -8, -1, 1, -6
> CCOC(=O)Cn1nc(C)n(-c2ccccc2)c1=O
 : 9, -10, 1530, 1, 1, 4, 4, 2, 1, 3
> COCCCNC(=O)c1cc2cc(Br)ccc2oc1=O
 : 2, -1, 1607, 1, -9, 12, 12, 1, 1, 3
> COc1cc2c(cc1NC(=O)/C=C/c1cc(OC)c(OC)c(OC)c1)oc1ccccc12
 : -2, -4, 1558, 0.8, 0, 1, -7, -2, 1, 16
> O=C1COCCOCCOCC(=O)NCCN1
 : 6, -7, 1692, 1, -4, 13, 4, -1, 1, -2

Structures above that have an NH in an aromatic ring, in the order listed:
Values in the order: PPARg SRC3 recr, TNAP inh no acc, SRC2 TRFRET art, bIAP activator, Efa HMGR inh, PPARg SRC-1 ag, PPARg SRC2 recr, TNAP inh hiacc, TNAP act hiacc, bIAP inhibitor
> COc1ccc(N2CCN(CCCNC(=O)C3CCCN(S(=O)(=O)c4cnc[nH]4)C3)CC2)cc1 (centres undefined)
 : -2, -6, 1466, 1, 6, 2, -3, -4, 1, -4
> COc1ccccc1N1CCN(C(=O)CSc2nc3ccccc3[nH]2)CC1
 : 0, -16, 1501, 1.1, -1, 7, 4, -7, 1.1, -8
> COc1ccc(N=c2oc3ccc(OC)cc3cc2-c2nc3ccccc3[nH]2)cc1
 : 0, 3, 1532, 0.8, -12, -2, -2, 2, 1, 16
> CCCCNC(=S)NCc1ccc2[nH]c(C)cc2c1
 : 4, -1, 1430, 1, 0, 0, 0, 4, 1, 3
> CCOC(=O)CSc1nnc(Cc2cc(=O)[nH]c(=O)[nH]2)n1-c1cccc(OC)c1
 : -11, 1, 1437, 0.9, 0, 4, 1, -4, 1, 10
> COc1ccc(CCN2CC(O)=C(c3nc4ccccc4c(=O)[nH]3)C2=N)cc1OC
 : -13, -11, 1453, 0.9, -1, 0, 3, 1, 1, 5
> O=C(N=Nc1c(O)[nH]c2ccccc12)c1ccco1
 : 0, 4, 1832, 1, 0, 10, 11, 0, 1, -2
